Compound activity from PubChem BioAssay.
Yp Topo-I inh: blocks Yersinia pestis topoisomerase I activity; hit rate 0.064% among 360,000; activity, % at 10 µM; Y. pestis Topo-I cleavage product accumulation, plate reader; in the data active = activity above about 50%, passing the limit was not always enough; inconclusive = no clear call, values can overlap the other calls; note: inactives centre near 2
Mtb UGM inh: Mtb UDP-galactopyranose mutase inhibition; P9WIQ1; purified UGM, fluorescence polarization probe displacement; inhibition, % at 10 µM; hit rate 0.06% among 320,000; AID 504406; in the data active = inhibition above about 10%, passing the limit was not always enough; inconclusive = no clear call, values can overlap the other calls
Target sequence (P9WIQ1 whole entry, looked up): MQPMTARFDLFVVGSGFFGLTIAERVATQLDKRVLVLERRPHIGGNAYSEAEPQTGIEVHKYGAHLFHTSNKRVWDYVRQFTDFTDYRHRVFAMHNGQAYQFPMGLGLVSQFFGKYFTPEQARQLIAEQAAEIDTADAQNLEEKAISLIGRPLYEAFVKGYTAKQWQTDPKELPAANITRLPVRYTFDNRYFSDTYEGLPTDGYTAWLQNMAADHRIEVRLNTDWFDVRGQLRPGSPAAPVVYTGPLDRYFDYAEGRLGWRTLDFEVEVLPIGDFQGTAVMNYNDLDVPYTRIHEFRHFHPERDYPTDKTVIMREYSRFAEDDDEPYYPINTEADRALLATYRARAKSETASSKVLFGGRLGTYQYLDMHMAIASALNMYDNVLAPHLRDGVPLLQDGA
FadD28 FP inh: blocks FadD28 binding to the bisubstrate probe; fluorescence polarization; inhibition, % at 12.5 µM; hit rate 0.22% among 360,000; in the data active = inhibition above about 8.5%, passing the limit was not always enough; inconclusive = no clear call, values can overlap the other calls
GDH-TPI counter: counter-screen for M. tuberculosis FBA inhibitors: GDH-TPI coupled enzymes; GDH-TPI coupled enzyme counterscreen, NADH absorbance; inhibition, % at 4.8 µM; hit rate 1.2% among 360,000; AID 588335; in the data active = inhibition above about 30%;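 note: 0% = DMSO wells and 100% = wells lacking the enzyme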
PfHsp40 yeast: rescue of PfHsp40-mediated yeast toxicity; S. cerevisiae expressing PfHsp40, growth rescue, ATP luminescence; growth rescue, % at 12.5 µM; hit rate 0.68% among 340,000; AID 504582; in the data active = growth rescue above about 28%, passing the limit was not always enough; inconclusive = no clear call, values can overlap the other calls;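 note: yeast W303a lacking pdr1 and pdr3 grown in galactose medium; growth measured after three days at 30 °C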
BH1578 lux ind: induces V. cholerae light production without autoinducers; V. cholerae BH1578 lux reporter, luminescence, 6 h; activation, % at 18.7 µM; hit rate 0.16% among 350,000; AID 588436; in the data active = activation mostly above about 9.7%, no sharp cut-off; inconclusive = no clear call, values can overlap the other calls; inactive = mostly below about 3.7%; note: not every result past the cut was called active; inactives centre near 0; reference of the scale not given here
Mtb FBA inh: inhibitors of M. tuberculosis fructose-bisphosphate aldolase. purified M. tuberculosis FBA, fluorescence read-out. inhibition, % at 1 µM. hit rate 2.3% among 360,000; in the data active = inhibition above about 27%;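 note: 0% = vehicle and 100% = reference inhibitor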
Target sequence (P9WQA3 whole entry, looked up): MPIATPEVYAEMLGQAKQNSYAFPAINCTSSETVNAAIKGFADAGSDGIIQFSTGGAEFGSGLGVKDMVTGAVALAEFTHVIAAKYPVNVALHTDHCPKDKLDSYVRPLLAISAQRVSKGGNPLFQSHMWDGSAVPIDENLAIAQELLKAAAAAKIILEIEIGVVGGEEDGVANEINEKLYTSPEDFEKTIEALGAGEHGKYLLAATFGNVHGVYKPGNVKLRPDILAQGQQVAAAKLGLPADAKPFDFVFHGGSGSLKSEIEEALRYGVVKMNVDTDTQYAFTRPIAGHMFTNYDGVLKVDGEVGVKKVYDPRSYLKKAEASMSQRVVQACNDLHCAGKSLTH
TcdB inh: inhibitors of Clostridioides difficile toxin B glycohydrolase; P18177; TcdB glycohydrolase enzymatic assay, plate reader; inhibition, % at 9.99 µM; hit rate 0.24% among 350,000; AID 652162; in the data active = inhibition above about 10%
Mtb BioA inh: BioA (M. tuberculosis) enzyme inhibition. purified M. tuberculosis BioA enzyme, plate reader. inhibition, % at 9.99 µM. hit rate 0.096% among 360,000; in the data active = inhibition above about 40%; inconclusive = no clear call, values can overlap the other calls
* marks the source's active call; other numbers are inactive results; i = inactive; ? = inconclusive; / = not tested or not shown. Compounds as they come; 4.6% or so of the library scored in one or more.

structure,Yp Topo-I inh,Mtb UGM inh,FadD28 FP inh,GDH-TPI counter,PfHsp40 yeast,BH1578 lux ind,Mtb FBA inh,TcdB inh,Mtb BioA inh
COc1cc(OC)cc(OC2(C)CCN(Cc3ccc(OC(C)C)cc3)C2)c1 (stereo unspecified),6,/,-6.1,6,/,-0.3,-1,-2.8,0.3
COC(=O)C1CCN(S(=O)(=O)c2ccc(NC(C)=O)cc2)CC1,1,-0.1,-1.5,5,-1.2,-3.0,-6,/,5.1
CC(C)C[C@H](NS(=O)(=O)c1ccc(Br)cc1)C(=O)O,16,-2.2,-1.2,-1,-0.1,-0.3,-1,/,-0.3
O=C(OCCN1CCCCC1)c1ccccc1Br,-4,3.6,0.9,-1,-0.9,i,-1,-1.0,0.0
Cn1nc(C(=O)NCCCN2CCCCC2)c2c1-c1ccccc1S(=O)(=O)C2,-9,-0.8,-4.5,-2,-1.5,-3.4,-3,/,0.0
CCOc1cccc(Cc2c[nH]c(=O)[nH]c2=O)c1,3,/,-1.7,3,/,i,0,1.0,0.0
CCOc1ccccc1OCC(=O)Nc1ccc(Cl)cc1Cl,5,-3.2,1.1,6,-1.2,5.9,4,/,-0.6
Cc1cc(C)cc(C(=O)N2CCC(C(N)=O)CC2)c1,3,-0.9,-1.5,3,-0.3,-0.3,1,/,1.0
C/C=C(\C)c1nnc(NC(=O)OCC)s1,6,2.6,-2.9,0,0.4,-0.4,1,/,-0.8
Cc1ccccc1S(=O)(=O)Cc1ccc(C(=O)NC(C)c2ccccc2)o1 (stereo unspecified),-1,2.6,-0.3,8,0.0,-4.3,-1,1.3,/
CCCCNC(=O)C(=O)Nc1cc2c3c(c1)CCC(=O)N3CCC2,12,-1.9,1.9,5,2.8,i,1,0.2,-1.1
CCCC(CCC)c1nnc(NC(=O)c2ccco2)s1,1,2.4,0.5,17,?,-0.2,2,0.7,0.4
Cc1cc(C)n2nc(-c3cccc(Br)c3)cc2n1,-4,-0.5,-2.4,2,3.9,1.2,8,0.3,-0.6
Cc1onc(-c2c(F)cccc2Cl)c1C(=O)OCC(=O)NC(=O)NCC(C)C,19,-1.5,0.3,-4,2.3,-0.5,-1,1.3,/
C=C(C)COc1ccc2c(CC)cc(=O)oc2c1,15,0.7,-4.8,1,2.6,/,40*,-0.2,/
CC(Oc1ccc(-c2ccccc2)c(F)c1)c1ccn(S(=O)(=O)c2ccc(F)cc2)n1 (stereo unspecified),1,2.4,-0.5,1,-0.6,/,2,/,-1.0
CC1(C(=O)N(Cc2ccccc2)Cc2ccccc2)CC1(Br)Br (stereo unspecified),41,/,-4.9,4,1.1,-0.2,2,/,0.0
CCC(C)c1ccc(S(=O)(=O)N2CCN3CCCC3C2)cc1 (stereo unspecified),2,-1.8,-0.5,6,-0.5,i,4,0.3,-1.0
CCNC(=S)N(CCN(C)C)Cc1cc2cc(OCC)ccc2[nH]c1=O,1,-1.2,0.2,2,-0.8,i,14,/,/
CCCC(=O)Nc1ccc(N2CCCCC2)cc1,-3,0.0,0.8,6,-0.6,3.4,3,/,-1.1
O=C(CC(Nc1ccc(Cl)cc1)C(=O)O)c1ccccc1 (stereo unspecified),-2,1.5,-1.5,9,0.6,i,-1,/,-2.2
CCC(NC(=O)Cn1cnc2c(=O)n(C)c(=O)n(C)c21)c1ccccc1 (stereo unspecified),-2,-4.4,-0.6,-2,1.4,-0.4,0,/,-0.8
CC(=O)c1ccc(NC(=O)CSc2nccn2C)cc1,-1,-1.0,-4.2,-10,0.7,-0.5,1,0.2,/
O=C(NCC1CCCO1)c1ccccc1-c1nc(-c2ccc(F)cc2)no1 (stereo unspecified),13,-0.7,0.0,3,-0.8,-0.9,1,/,-1.0
Clc1cc(Cl)c(-c2cc(Cl)c(Cl)cc2Cl)cc1Cl,0,1.3,-0.5,4,-0.6,-0.3,1,0.0,-0.6
COc1ccc(/C=N/Nc2ccc(C(F)(F)F)cc2[N+](=O)[O-])cc1O,1,-6.0,-0.7,16,-0.1,-0.2,-4,/,/
CC(C)c1ccc(/C=C2\SC(=O)N(CC(=O)NC3CCS(=O)(=O)C3)C2=O)cc1 (stereo unspecified),18,-2.6,-2.6,30,0.2,-0.9,-1,0.5,-1.9
COc1ccc(-n2cc(CN3CCCC3)c(-c3cccc(F)c3)n2)cc1,-5,-0.9,-2.9,1,-0.1,-1.6,22,2.2,/
NC(=O)c1ccc(N2CCCCC2)c(N2C(=O)C3CC=CCC3C2=O)c1 (stereo unspecified),-3,1.6,-1.9,6,-0.6,i,-1,/,/
N=c1c2c(ncn1Cc1ccco1)Oc1ccc3ccccc3c1C2c1ccccc1 (stereo unspecified),10,0.9,-11,-3,20,-0.3,-7,/,/
Cc1cccc(-n2nc3c(c2NC(=O)c2ccco2)CS(=O)(=O)C3)c1C,6,2.2,-3.2,10,-0.7,-0.3,0,-0.6,/
COc1ccc(C(=O)c2sc(Nc3ccccc3)c(C(=O)Nc3ccc(OC)c(OC)c3)c2N)cc1,30,-0.8,0.0,11,3.0,0.8,-1,/,4.1
Cc1cc(C)n2nc(C(=O)OCC(=O)N(CC(C)C)C3CCS(=O)(=O)C3)nc2n1 (stereo unspecified),-1,-0.4,0.1,0,-0.1,0.8,0,0.6,0.6
Clc1ccc(-c2nnc(-c3ccc4ccccc4c3)o2)cc1,0,/,-0.3,3,-1.1,i,-1,0.0,-0.2
CCOC(=O)c1c(C)[nH]c(C)c1C(=O)COC(=O)[C@@H](NC(=O)c1ccccc1OCC)C(C)C,7,0.6,-2.3,2,0.6,-0.2,0,/,4.9
O=P1(N(CCCl)CCCl)NCCCO1 (stereo unspecified),1,-1.7,-5.0,3,-1.4,1.5,-2,-0.7,-0.1
O=C(O)CCCCCn1c(SCC(=O)Nc2ccc(F)cc2)nc2ccsc2c1=O,6,-0.3,0.1,-1,-0.7,4.5,3,-1.6,6.4
COC(=O)C(C#N)C(c1cccnc1)c1c(C)[nH][nH]c1=O (stereo unspecified),7,1.0,-4.1,-11,0.1,3.7,-2,-1.5,-0.1
CN1/C(=C\C=C2\N=C(c3ccc(F)cc3)OC2=O)C(C)(C)c2ccccc21,1,-0.8,0.9,5,0.5,-0.6,-4,/,-0.9
O=C(Cc1ccccc1)NCc1ccc(-n2cccc2)cc1,-8,-2.8,-2.4,-3,0.1,-0.9,-4,0.0,/
Cc1cc(C)c2ccc(Cl)cc2n1,-5,-0.6,0.7,-1,-1.1,-0.6,3,0.6,-1.8
COc1ccc2cc3cc(C(=O)N(C)C4CCCCC4)oc3nc2c1,-8,-6.8,-0.6,39*,-0.9,-0.5,24,/,-3.6
COc1ccc(N2CCN(C(=O)NCc3ccc(OC)c(OC)c3)CC2)cc1,-3,1.0,-0.9,1,-0.9,-0.4,3,5.4,-1.4
O=S(=O)(c1ccc(Cl)cc1)N1CCN(Cc2ccc(O)c3ncccc23)CC1,-3,-0.9,-0.8,-5,102*,-1.2,-2,0.6,/
Cc1ccc(C(=O)Nc2ccc(N3CCCC3)cc2)cc1,1,-3.0,-4.2,6,0.3,-0.2,0,0.2,-0.8
COc1ccc(C(=O)NC2CCN(S(=O)(=O)c3ccccc3F)CC2)cc1,-3,4.7,-2.6,-1,0.2,1.7,1,0.5,2.3
COc1cc(OC)cc(-c2nc(-c3ccccc3OC)no2)c1,-1,0.7,0.2,-4,-0.2,-1.5,4,/,-0.2
COc1ccccc1-c1ccc(=O)n(CC(=O)Nc2ccc(C(=O)N3CCCC3)cc2)n1,7,-2.4,-0.1,8,-2.1,2.2,2,/,/
Cc1ccc(Nc2nc(N)nc(CCl)n2)cc1,4,-3.5,0.6,-3,0.2,-0.4,2,2.9,0.0
CC(=O)Nc1sc(C)c(C)c1C(=O)OCC(=O)Nc1cccc(C)c1,1,-2.0,-1.5,11,-1.0,-0.9,4,2.3,-6.8

Later entries
structure,Yp Topo-I inh,Mtb UGM inh,FadD28 FP inh,GDH-TPI counter,PfHsp40 yeast,BH1578 lux ind,Mtb FBA inh,TcdB inh,Mtb BioA inh
Cc1cc(NC(=O)CSc2nc(-c3ccc(F)cc3)cs2)no1,3,-0.1,-1.8,-7,-0.9,-2.9,-3,/,/
COc1ccccc1OCc1ccc(C(=O)Nc2cc(OC)c(OC)c(OC)c2)o1,29,0.9,-0.5,15,0.4,i,-2,3.6,-0.3
CCC(=O)N1CCc2cc(S(=O)(=O)CCC(=O)NCc3ccccc3OC)ccc21,8,-2.1,0.6,10,-0.8,i,0,0.7,-0.4
CCn1c(=O)c(C(=O)NCCc2ccccc2)c(O)c2ccccc21,4,-1.6,-2.4,-3,3.5,-5.9,4,/,-1.2
O=S(=O)(NCCC1CC1(Cl)Cl)c1ccc(Cl)cc1 (stereo unspecified),15,-2.2,-3.2,2,1.1,-0.5,0,2.3,/
O=C(Nc1ccccc1N1CCCC1)c1ccc([N+](=O)[O-])cc1Cl,-7,0.9,-0.5,2,-0.7,-0.2,1,0.5,/
CC(=O)Oc1ccccc1C(=O)Nc1ccccc1C(=O)N1CCCC1,0,-0.7,-1.4,12,-1.6,i,-1,0.9,0.1
COc1cc(OC)cc(C(=O)Nc2nc3ccc(S(C)(=O)=O)cc3s2)c1,-6,0.7,-11,30,-0.2,2.3,2,0.3,-0.5
CC(C)(C)N(Cc1ccccc1)C(=O)COC(=O)CCc1c[nH]c2ccccc12,2,-6.3,-3.2,-11,1.6,1.3,2,/,0.0
O=C(Nc1ccc(Cl)c(-c2nc3ccccc3[nH]2)c1)c1cccnc1,6,2.4,-14,6,-0.2,i,3,/,64*
COc1cc(NC(=O)c2ccc3c(c2)C(=O)N(CCC(C)C)C3=O)c(C(=O)O)cc1OC,5,-1.3,-1.0,-11,-0.6,i,2,0.2,-1.1
O=C1NCCN(Cc2ccc(Cl)c(F)c2)C1CC(=O)N1CCCO1 (stereo unspecified),-4,1.6,-0.7,6,-0.2,-0.3,6,0.2,/

Molecules listed so far containing a nitro group on carbon (2):
structure,Yp Topo-I inh,Mtb UGM inh,FadD28 FP inh,GDH-TPI counter,PfHsp40 yeast,BH1578 lux ind,Mtb FBA inh,TcdB inh,Mtb BioA inh
COc1ccc(/C=N/Nc2ccc(C(F)(F)F)cc2[N+](=O)[O-])cc1O,1,-6.0,-0.7,16,-0.1,-0.2,-4,/,/
O=C(Nc1ccccc1N1CCCC1)c1ccc([N+](=O)[O-])cc1Cl,-7,0.9,-0.5,2,-0.7,-0.2,1,0.5,/
